# TcdB GH inh – TcdB glycohydrolase inhibitors, primary screen, biochemical, single point, plate reader; TcdB glycohydrolase enzymatic assay; Toxin B (Clostridioides difficile), P18177; 350,000 compounds, 0.24% hits; AID 652162, 2013; inhibition, % at 9.99 µM; in the data active = inhibition above about 10%
# Target sequence (P18177 whole entry, looked up): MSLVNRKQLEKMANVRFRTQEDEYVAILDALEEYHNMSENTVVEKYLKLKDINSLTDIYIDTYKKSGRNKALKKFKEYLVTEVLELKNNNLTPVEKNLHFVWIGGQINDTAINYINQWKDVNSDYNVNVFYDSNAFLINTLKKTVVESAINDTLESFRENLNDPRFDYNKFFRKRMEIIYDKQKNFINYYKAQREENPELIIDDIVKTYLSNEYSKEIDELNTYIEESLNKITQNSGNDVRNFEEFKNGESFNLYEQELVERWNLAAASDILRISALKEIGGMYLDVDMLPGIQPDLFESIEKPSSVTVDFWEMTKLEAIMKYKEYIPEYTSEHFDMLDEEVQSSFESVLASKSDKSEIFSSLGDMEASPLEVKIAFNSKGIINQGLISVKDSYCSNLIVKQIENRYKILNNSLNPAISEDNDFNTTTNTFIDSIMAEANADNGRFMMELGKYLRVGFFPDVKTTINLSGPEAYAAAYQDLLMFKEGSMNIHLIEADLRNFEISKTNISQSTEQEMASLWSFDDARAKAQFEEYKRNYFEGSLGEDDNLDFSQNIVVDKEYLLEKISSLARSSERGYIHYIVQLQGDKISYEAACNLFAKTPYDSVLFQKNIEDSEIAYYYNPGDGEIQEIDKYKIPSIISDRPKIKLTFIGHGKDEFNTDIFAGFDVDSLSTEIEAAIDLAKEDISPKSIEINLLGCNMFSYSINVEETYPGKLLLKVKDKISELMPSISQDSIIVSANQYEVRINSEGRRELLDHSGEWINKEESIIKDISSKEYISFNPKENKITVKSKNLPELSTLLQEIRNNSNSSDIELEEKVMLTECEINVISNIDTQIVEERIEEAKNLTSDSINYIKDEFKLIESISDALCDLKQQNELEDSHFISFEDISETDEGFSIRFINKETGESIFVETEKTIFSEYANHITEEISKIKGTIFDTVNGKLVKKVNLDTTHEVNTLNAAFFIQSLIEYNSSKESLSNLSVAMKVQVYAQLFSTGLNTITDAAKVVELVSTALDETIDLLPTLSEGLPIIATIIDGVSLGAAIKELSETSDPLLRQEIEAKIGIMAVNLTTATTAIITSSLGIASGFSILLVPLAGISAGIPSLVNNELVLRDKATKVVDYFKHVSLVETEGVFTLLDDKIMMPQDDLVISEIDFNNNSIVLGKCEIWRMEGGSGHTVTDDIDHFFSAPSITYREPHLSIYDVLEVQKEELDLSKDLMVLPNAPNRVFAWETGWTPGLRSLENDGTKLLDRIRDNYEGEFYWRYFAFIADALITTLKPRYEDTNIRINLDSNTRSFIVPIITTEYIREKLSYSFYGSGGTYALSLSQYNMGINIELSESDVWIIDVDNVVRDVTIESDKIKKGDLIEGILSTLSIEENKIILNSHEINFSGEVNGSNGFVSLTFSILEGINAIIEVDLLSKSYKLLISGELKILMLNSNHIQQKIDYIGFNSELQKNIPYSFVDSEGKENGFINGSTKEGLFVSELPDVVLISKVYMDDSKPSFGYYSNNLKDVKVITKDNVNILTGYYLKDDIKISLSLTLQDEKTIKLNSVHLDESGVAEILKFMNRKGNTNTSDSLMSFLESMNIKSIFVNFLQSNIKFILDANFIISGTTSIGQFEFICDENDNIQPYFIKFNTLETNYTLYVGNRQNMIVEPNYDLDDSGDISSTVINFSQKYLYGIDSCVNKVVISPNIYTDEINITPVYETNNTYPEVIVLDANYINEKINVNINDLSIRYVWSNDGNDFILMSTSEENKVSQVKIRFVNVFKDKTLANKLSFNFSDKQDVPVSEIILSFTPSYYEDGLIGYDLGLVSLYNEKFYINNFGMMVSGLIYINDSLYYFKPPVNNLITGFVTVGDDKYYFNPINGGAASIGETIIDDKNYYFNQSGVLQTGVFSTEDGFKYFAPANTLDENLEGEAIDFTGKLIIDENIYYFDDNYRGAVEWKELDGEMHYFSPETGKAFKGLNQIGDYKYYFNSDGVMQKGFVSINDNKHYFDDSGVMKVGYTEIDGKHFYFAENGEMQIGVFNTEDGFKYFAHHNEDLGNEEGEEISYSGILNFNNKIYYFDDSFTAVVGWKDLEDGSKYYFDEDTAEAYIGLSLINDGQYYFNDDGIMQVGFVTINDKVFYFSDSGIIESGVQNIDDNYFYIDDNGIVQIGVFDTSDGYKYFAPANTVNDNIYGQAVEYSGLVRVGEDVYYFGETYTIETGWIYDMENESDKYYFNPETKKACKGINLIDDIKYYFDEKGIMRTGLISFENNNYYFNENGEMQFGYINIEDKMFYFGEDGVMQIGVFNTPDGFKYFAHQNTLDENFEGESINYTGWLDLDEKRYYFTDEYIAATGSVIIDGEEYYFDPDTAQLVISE
# Active calls of the source: *. Some of the compounds tested; count on the stated rates, not on these rows.
# Sample of the layout:
SMILES,TcdB GH inh
CC(C)C#Cc1cnc2c(c1)C(=O)N([C@@H](C)CO)C[C@@H](C)[C@@H](CN(C)C(=O)CN1CCOCC1)O2,0.6
CCN(C[C@@H]1N[C@@H](CO)[C@H]1c1ccc(C2=CCCC2)cc1)C(=O)c1ccncc1,-3.2
CN1CCN(C(=O)CN=[N+]=[N-])CC1,3.8

# This part in full (from the top)
SMILES,TcdB GH inh
CC(C)C#Cc1cnc2c(c1)C(=O)N([C@@H](C)CO)C[C@@H](C)[C@@H](CN(C)C(=O)CN1CCOCC1)O2,0.6
CCN(C[C@@H]1N[C@@H](CO)[C@H]1c1ccc(C2=CCCC2)cc1)C(=O)c1ccncc1,-3.2
CN1CCN(C(=O)CN=[N+]=[N-])CC1,3.8
COc1cc(CN2CC3(CCN(S(=O)(=O)c4cn(C)cn4)CC3)c3c(n(C)c4cc(OC)ccc34)[C@H]2CO)cc(OC)c1,-0.4
C[C@H]1CN([C@@H](C)CO)C(=O)Cc2cc(NC(=O)CCCN(C)C)ccc2O[C@@H]1CN(C)Cc1ccc(Oc2ccccc2)cc1,-4.4
COCC(=O)N[C@@H]1CC[C@H](CC(=O)NCc2ccc(Cl)cc2)O[C@H]1CO,-0.2
COCC(=O)Nc1ccc2c(c1)[C@@H]1C[C@H](CC(=O)NCc3ccc(-c4ccccc4)cc3)O[C@@H](CO)[C@@H]1O2,-0.9
C[C@@H]1CN([C@@H](C)CO)S(=O)(=O)c2ccc(C3=CCCC3)cc2O[C@H]1CN(C)Cc1cccc(C(=O)O)c1,-2.6
C[C@H]1CN([C@@H](C)CO)C(=O)Cc2cc(NS(=O)(=O)c3cccs3)ccc2O[C@H]1CN(C)Cc1ccc(Cl)c(Cl)c1,1.0
COc1cccc(CNC(=O)c2cc3c(c(-c4cccc(-c5cccc(C#N)c5)c4)n2)[C@@H](CCO)N([S@](=O)C(C)(C)C)C3)c1,0.1
CO[C@@H]1CN(C)C(=O)c2cc(NS(=O)(=O)CC(F)(F)F)ccc2OC[C@H](C)N(C(=O)c2ccc3c(c2)OCO3)C[C@@H]1C,1.1
CO[C@@H](CN(C)C(=O)c1ccccc1F)[C@H](C)CN([C@@H](C)CO)S(=O)(=O)c1ccc(Cl)cc1,0.0
Cc1noc(C)c1S(=O)(=O)Nc1ccc2c(c1)CC(=O)N([C@H](C)CO)C[C@@H](C)[C@@H](CN(C)S(=O)(=O)c1cn(C)cn1)O2,1.3
CCN(C[C@@H]1N[C@H](CO)[C@@H]1c1ccccc1)C(=O)c1ccccc1,-1.9
C[C@@H]1CN([C@@H](C)CO)C(=O)c2cc(NS(=O)(=O)c3ccc(F)cc3)ccc2O[C@@H](C)CCCCO[C@@H]1CN(C)Cc1ccncc1,0.6
C[C@H]1CN([C@@H](C)CO)C(=O)c2cc(C3=CCCCC3)cnc2O[C@H]1CN(C)C(=O)Cc1cccnc1,0.4
O=C1OC[C@@H](c2ccccc2)n2cc(/C=C/c3ccccc3)cc21,-0.2
O=C(C1CCCCC1)N1CC2(C1)[C@H](c1ccccc1)[C@@H](CO)N2Cc1ccc(Cl)cc1,-0.7
CC(C)NC(=O)N1[C@H](CO)[C@@H](c2ccccc2)C12CN(Cc1ccc(Cl)cc1)C2,1.3
O=S(=O)(c1ccccc1F)N1CC[C@@H]2[C@H]1c1cc(-c3ccccc3)ccc1N[C@@H]2CO,-0.1
COc1ccccc1NC(=O)N1CC[C@@H]2[C@H]1c1cc(-c3cccc(F)c3)ccc1N(C)[C@H]2CO,0.2
O=C(Nc1nccs1)[C@H]1[C@H](CO)[C@H]2Cn3c(cccc3=O)[C@@H]1N2C(=O)C1CCCCC1,-0.3
C[C@@H]1CN([C@@H](C)CO)C(=O)c2cc(NC(=O)NC3CCCCC3)ccc2O[C@@H]1CN(C)Cc1ccc(C(=O)Nc2ccccc2N)cc1,0.1
O=C(C[C@H]1CC[C@@H]2[C@H](COC[C@@H](O)CN2C(=O)Nc2ccc(Cl)cc2)O1)NCCc1ccncc1,1.6
Cc1noc(C)c1NC(=O)Nc1ccc2c(c1)CC(=O)N([C@@H](C)CO)C[C@H](C)[C@@H](CN(C)Cc1ccc3c(c1)OCO3)O2,1.4
C[C@H]1CN([C@@H](C)CO)S(=O)(=O)c2ccc(-c3ccncc3)cc2O[C@@H]1CN(C)Cc1ccc(Oc2ccccc2)cc1,20*
C[C@@H]1CCCCO[C@@H](CN(C)C(=O)C2CCCCC2)[C@H](C)CN([C@@H](C)CO)C(=O)c2cc(NC(=O)CCC(F)(F)F)ccc2O1,0.6
C[C@@H]1CN([C@@H](C)CO)C(=O)c2cccc(N(C)C)c2O[C@H]1CN(C)Cc1ccccc1,0.6
CCCNC(=O)C[C@@H]1CC[C@H]2[C@@H](COC[C@H](O)CN2C(=O)Nc2ccc3c(c2)OCO3)O1,-1.1
C[C@@H]1CN([C@@H](C)CO)S(=O)(=O)c2ccc(-c3ccccc3)cc2O[C@H]1CN(C)C(=O)CN(C)C,-0.8

# Entries from the list above with fluorine (6):
SMILES,TcdB GH inh
CO[C@@H]1CN(C)C(=O)c2cc(NS(=O)(=O)CC(F)(F)F)ccc2OC[C@H](C)N(C(=O)c2ccc3c(c2)OCO3)C[C@@H]1C,1.1
CO[C@@H](CN(C)C(=O)c1ccccc1F)[C@H](C)CN([C@@H](C)CO)S(=O)(=O)c1ccc(Cl)cc1,0.0
C[C@@H]1CN([C@@H](C)CO)C(=O)c2cc(NS(=O)(=O)c3ccc(F)cc3)ccc2O[C@@H](C)CCCCO[C@@H]1CN(C)Cc1ccncc1,0.6
O=S(=O)(c1ccccc1F)N1CC[C@@H]2[C@H]1c1cc(-c3ccccc3)ccc1N[C@@H]2CO,-0.1
COc1ccccc1NC(=O)N1CC[C@@H]2[C@H]1c1cc(-c3cccc(F)c3)ccc1N(C)[C@H]2CO,0.2
C[C@@H]1CCCCO[C@@H](CN(C)C(=O)C2CCCCC2)[C@H](C)CN([C@@H](C)CO)C(=O)c2cc(NC(=O)CCC(F)(F)F)ccc2O1,0.6

# Later entries
SMILES,TcdB GH inh
COc1cccc(CNC(=O)c2cc3c(c(-c4cccc(-c5ccc(C#N)cc5)c4)n2)[C@H](CCO)N([S@@](=O)C(C)(C)C)C3)c1,-0.4
C[C@H](CO)N1C[C@H](C)[C@@H](CN(C)Cc2ccc(C(F)(F)F)cc2)Oc2c(NC(=O)c3nc4ccccc4s3)cccc2C1=O,-0.7
COc1cccc(-c2ccc3c(c2)O[C@H](CN(C)C(=O)C2CCC2)[C@@H](C)CN([C@H](C)CO)S3(=O)=O)c1,0.8
CCCC#Cc1ccc2c(c1)O[C@@H](CN(C)C(=O)c1cnccn1)[C@@H](C)CN([C@@H](C)CO)S2(=O)=O,0.9
CC(C)NC(=O)NCC[C@@H]1CC[C@H](NC(=O)Nc2ccccc2)[C@H](CO)O1,-0.6
COc1cccc(NC(=O)N[C@H]2C=C[C@H](CC(=O)NCc3ccncn3)O[C@H]2CO)c1,-0.7
Cc1cc(C(=O)Nc2cccc3c2O[C@@H](CN(C)Cc2ccc(C(=O)O)cc2)[C@@H](C)CN([C@@H](C)CO)C3=O)n(C)n1,-3.9
C[C@@H]1CN([C@H](C)CO)C(=O)c2cccc(NC(=O)C3CCOCC3)c2O[C@@H]1CN(C)Cc1ccc(Oc2ccccc2)cc1,-0.1
O=C(Nc1ccccc1F)N[C@@H]1CC[C@H](CCNS(=O)(=O)c2ccc(Cl)cc2)O[C@@H]1CO,0.9
COC(=O)c1ccc(CN2CC(=O)N3[C@H](CO)[C@@H](c4ccc(-c5ccccc5F)cc4)[C@@H]3C2)cc1,0.3
C[C@H]1CN([C@@H](C)CO)C(=O)c2cc(C3=CCCC3)cnc2O[C@H]1CN(C)C(=O)Nc1ccc(F)cc1,0.1
Cc1noc(C)c1NC(=O)N(C)C[C@@H]1Oc2ccc(NC(=O)C3CCCCC3)cc2C(=O)N([C@@H](C)CO)C[C@@H]1C,-0.2
CO[C@@H]1CN(C)C(=O)c2cc(NC(=O)Nc3cccc(F)c3)ccc2OC[C@H](C)N(C(C)=O)C[C@H]1C,0.2
CO[C@H]1CN(C)C(=O)c2cc(NC(=O)C3CC3)ccc2OC[C@H](C)N(CCC(F)(F)F)C[C@H]1C,0.9
C[C@H]1CCCCO[C@H](CN(C)CC2CCCCC2)[C@@H](C)CN([C@@H](C)CO)C(=O)c2cc(NC(=O)Nc3ccc4c(c3)OCO4)ccc2O1,-1.0
O=C(Cc1ccccn1)N1CCCCN2[C@H](C1)[C@@H](c1ccc(Br)cc1)[C@@H]2CO,-0.3
O=C(C[C@@H]1C=C[C@H](NC(=O)c2ccc(F)cc2)[C@H](CO)O1)NCCc1ccccc1,1.5
COc1ccc(C#Cc2ccc([C@@H]3[C@@H](CO)N4CCCCN(C(=O)Nc5ccc(F)cc5)C[C@H]34)cc2)cc1,1.2
CS(=O)(=O)N1CC(=O)N2[C@@H](CO)[C@@H](c3ccc(C#CCC4CCCC4)cc3)[C@@H]2C1,0.6
CO[C@H]1CN(C)C(=O)c2ccc(NC(=O)C3CCC3)cc2OC[C@@H](C)N(CC2CCCCC2)C[C@H]1C,1.3
C[C@@H]1CN([C@H](C)CO)C(=O)c2cccc(NS(=O)(=O)c3cccs3)c2O[C@H]1CN(C)C,-6.0
CC(=O)N(C)C[C@H]1Oc2ncc(C#CCc3ccccc3)cc2C(=O)N([C@H](C)CO)C[C@@H]1C,-0.9
COc1ccc2c3c([nH]c2c1)[C@H](CO)N(C(=O)Nc1ccc(F)cc1)CC31CN(Cc2nccs2)C1,0.1
O=C(C[C@@H]1CC[C@@H](NC(=O)c2cccc(F)c2)[C@H](CO)O1)NCc1ccccc1,0.5
Cc1cccc(-c2ccc([C@@H]3[C@H]4CN(Cc5cncnc5)CCCCN4[C@H]3CO)cc2)c1,1.9
COc1ccc2c3c([nH]c2c1)[C@@H](CO)N(C(=O)C1CCCC1)CC31CN(C(=O)NC(C)C)C1,0.2
COc1ccc(C#Cc2cnc3c(c2)C(=O)N([C@H](C)CO)C[C@H](C)[C@H](CN(C)S(=O)(=O)c2ccccc2)O3)cc1OC,0.2
CC(C)NC(=O)Nc1ccc2c(c1)CC(=O)N([C@H](C)CO)C[C@H](C)[C@H](CN(C)S(=O)(=O)c1cn(C)cn1)O2,0.3
O=C(Nc1cc(F)ccc1F)N[C@@H]1C=C[C@H](CC(=O)N2CCc3ccccc3C2)O[C@@H]1CO,0.8
N#Cc1cccc(-c2ccc([C@H]3[C@H]4CN(C(=O)Cc5cccnc5)CCCCN4[C@H]3CO)cc2)c1,0.5
CO[C@@H]1CN(C)C(=O)c2ccc(NC(=O)Nc3ccccc3F)cc2OC[C@H](C)NC[C@@H]1C,-0.6
C[C@@H]1CN([C@H](C)CO)S(=O)(=O)c2ccc(C#CC3CC3)cc2O[C@@H]1CN(C)Cc1ccccn1,-0.5
COCCNC(=O)C[C@@H]1C[C@H]2c3cc(NC(=O)Nc4ccc(C(F)(F)F)cc4)ccc3O[C@H]2[C@H](CO)O1,0.6
NC(=O)[C@H]1[C@@H]2C(=O)O[C@@H](c3ccccc3)[C@@H](c3ccccc3)N2[C@@H](c2ccccc2OCCO)[C@]12C(=O)Nc1ccc(C#CC3(O)CCCCCC3)cc12,-0.4
C/C=C/c1cnc2c(c1)C(=O)N([C@@H](C)CO)C[C@H](C)[C@@H](CN(C)C(=O)c1cnccn1)O2,0.5
C[C@@H]1CN([C@H](C)CO)C(=O)c2cc(NC(=O)CCCCCC(=O)Nc3ccccc3N)ccc2O[C@H]1CN(C)C,-0.1
N#C[C@H]1[C@H](c2ccc(-c3ccccc3F)cc2)[C@@H](CO)N1C(=O)C1CCC1,-0.1
Cc1ccc(S(=O)(=O)N(C)C[C@H]2OCCCC[C@@H](C)Oc3ccc(NS(=O)(=O)c4c(C)noc4C)cc3C(=O)N([C@@H](C)CO)C[C@H]2C)cc1,-3.4
C[C@@H]1CN([C@H](C)CO)S(=O)(=O)c2ccc(C#CC3CC3)cc2O[C@H]1CN(C)C(=O)c1ccncc1,-12
CCCNC(=O)C[C@@H]1C[C@H]2c3cc(NC(=O)Nc4ccc(OC)cc4)ccc3O[C@H]2[C@H](CO)O1,-1.1
COc1ccc(S(=O)(=O)N(C)C[C@@H]2Oc3ccc(NC(=O)C4CCCCC4)cc3CC(=O)N([C@@H](C)CO)C[C@H]2C)cc1,0.5
CC(C)NC(=O)N(C)C[C@@H]1OCCCC[C@@H](C)Oc2ccc(NC(=O)Nc3cccc4ccccc34)cc2C(=O)N([C@@H](C)CO)C[C@H]1C,-7.3
C[C@H]1CN([C@@H](C)CO)C(=O)Cc2cc(NS(C)(=O)=O)ccc2O[C@@H]1CN(C)Cc1ccc(C(=O)Nc2ccccc2N)cc1,0.4
COc1cccc(-c2ccc3c(c2)[C@H]2[C@H](CCN2S(=O)(=O)c2ccccc2OC)[C@H](CO)N3)c1,-0.7
C[C@@H]1CN([C@@H](C)CO)C(=O)c2cc(NC(=O)CCC(F)(F)F)ccc2O[C@H]1CN(C)S(=O)(=O)c1ccc(F)cc1,1.6
Cc1cccc(-c2ccc([C@H]3[C@H]4CN(S(=O)(=O)c5cccs5)CCCCN4[C@H]3CO)cc2)c1,-1.4
O=S(=O)(NCC[C@H]1CC[C@@H](NS(=O)(=O)c2ccccc2Cl)[C@H](CO)O1)c1ccc(F)cc1,-0.1
Cc1noc(C)c1S(=O)(=O)N(C)C[C@@H]1OCCCC[C@H](C)Oc2ccc(NC(=O)NC(C)C)cc2C(=O)N([C@H](C)CO)C[C@@H]1C,0.6
CCS(=O)(=O)N1[C@H](CO)[C@@H](c2ccccc2)C12CN(C(=O)C1CCCCC1)C2,0.6
COCC(=O)N1C[C@@H](C)[C@H](OC)CN(C)C(=O)c2ccc(NC(=O)C3CCC3)cc2OC[C@@H]1C,-0.2
Cc1ccc(S(=O)(=O)Nc2ccc3c(c2)C(=O)N([C@H](C)CO)C[C@@H](C)[C@H](CN(C)S(=O)(=O)c2ccc(F)cc2)OCCCC[C@@H](C)O3)cc1,0.9

# High-throughput results from PubChem.
